# LMPTP inh – LMPTP (human) inhibition; inhibition, % at 20 µM; AID 651560; recombinant LMPTP-A, OMFP fluorogenic substrate, fluorescence intensity; 360,000 compounds, 0.22% hits;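 active = compounds that cut the enzyme signal by at least half of the control window in the single-dose screen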;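 also: plate controls were DMSO wells with enzyme plus substrate for no effect and substrate without enzyme for full effect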
#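 Assay system: LMPTP-A enzyme. Input: 0.625 nM LMPTP-A final. Probe or stimulus: 400 µM OMFP. Compound dosing: single 20 µM dose. Schedule: 50 min dark incubation at room temperature. Detection: fluorescence intensity of OMFP turnover product. Read-out: percent inhibition versus substrate-only and uninhibited controls. Benchmarks: no-enzyme low control, uninhibited high control.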
# TbMetRS inhib – blocks T. brucei methionyl-tRNA synthetase activity; purified T. brucei MetRS, ATP depletion, Kinase-Glo luminescence; inhibition, % at 11.9 µM; 360,000 compounds, 0.4% hits; AID 624268;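 active = inhibition above a per-plate cutoff of the control wells' mean inhibition plus 3 SD, cut at about 5.5% in these data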;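 also: 0% = DMSO wells median and 100% = median of wells with control inhibitor compound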
#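 System: purified T. brucei MetRS enzyme / Detection: Kinase-Glo luciferase luminescence reporting remaining unconsumed ATP / Medium: HEPES buffer with MgCl2, KCl, DTT, spermine, BSA, pyrophosphatase / Replication: singlicate, one well per compound / Evaluation: percent inhibition relative to median high and low control wells / Schedule: 2 h aminoacylation at 25 °C after 15 min preincubation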
# Scp-1 inhibitor – inhibitors of human Scp-1 phosphatase | Q9GZU7 | Recombinant Scp1, phosphopeptide, malachite green phosphate absorbance | inhibition, % at 20 µM | 340,000 compounds, 0.88% hits | AID 493091;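 active = inhibition above about 50% at 20 µM, limit read from the data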;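 also: plate controls were DMSO wells with enzyme for no effect and wells lacking enzyme for full effect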
#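 Material – SCP-1 phosphatase catalytic domain, residues 76-261 · Buffer or medium – Acidic Tris acetate buffer with magnesium and detergent · Also added – Phospho 17-mer peptide substrate · Compound – single 20 µM dose, 1% DMSO · Times – 45 min room-temperature reaction, 5 min colour, 30 min stabiliser · Technique – Phosphate-binding colour reagent, absorbance read at 630 nm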
# MsrA inh – inhibits bovine methionine sulfoxide reductase A; purified bovine MsrA, absorbance read-out; 360,000 compounds, 0.75% hits; inhibition, % at 15.5 µM; in the data active = inhibition above about 4.5%;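 also: 0% = vehicle wells with enzyme and 100% = reference inhibitor wells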
# CSN inh – CSN deneddylation inhibition. Q92905. Purified CSN, SCF-Nedd8-OG deneddylation, fluorescence polarization. inhibition, % at 12.5 µM. 360,000 compounds, 0.38% hits;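 active = pattern-corrected inhibition above about 35%, with an unprinted fluorescence ratio check between 0.5 and 1.5, limit read from the data, passing the limit was not always enough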;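 also: 0% = enzyme with substrate and 100% = substrate without enzyme; some results filed as inactive read as strong as hits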
#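 Test system: purified human Csn5 enzyme expressed in HEK293T cells. Amount: 0.24 nM enzyme. Reagent: SCFSkp2-Nedd8OG substrate at 10 nM final. Schedule: 90 min incubation of compound, enzyme and substrate at room temperature. Detection: fluorescence polarization. Read-out: % inhibition of substrate cleavage by Csn5.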
# STEP block – blocks human striatal-enriched tyrosine phosphatase; recombinant STEP, OMFP fluorogenic substrate, fluorescence; 360,000 compounds, 0.25% hits; P54829; AID 588621; inhibition, % at 20 µM;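 active = inhibition at 20 µM, scaled per plate between control wells, above about 37%, limit read from the data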;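 also: 0% = DMSO with enzyme and substrate and 100% = substrate only without enzyme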
# Target sequence (P54829 whole entry, looked up): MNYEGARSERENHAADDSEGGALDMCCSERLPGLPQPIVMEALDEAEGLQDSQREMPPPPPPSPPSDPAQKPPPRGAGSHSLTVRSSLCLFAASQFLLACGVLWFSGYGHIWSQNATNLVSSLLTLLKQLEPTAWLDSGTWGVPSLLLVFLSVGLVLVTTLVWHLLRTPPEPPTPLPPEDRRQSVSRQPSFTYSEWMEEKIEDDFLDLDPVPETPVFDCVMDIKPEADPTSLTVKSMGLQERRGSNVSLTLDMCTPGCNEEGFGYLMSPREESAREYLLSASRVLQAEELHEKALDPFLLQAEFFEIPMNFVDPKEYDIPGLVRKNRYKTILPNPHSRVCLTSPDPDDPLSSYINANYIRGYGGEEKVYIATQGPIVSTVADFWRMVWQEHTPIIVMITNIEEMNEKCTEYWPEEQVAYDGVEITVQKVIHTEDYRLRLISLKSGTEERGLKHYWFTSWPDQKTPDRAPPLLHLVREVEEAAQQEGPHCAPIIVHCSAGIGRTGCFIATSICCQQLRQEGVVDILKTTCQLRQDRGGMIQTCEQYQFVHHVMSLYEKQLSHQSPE
#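 Material: STEP (striatal-enriched tyrosine phosphatase) enzyme, cell-free; Compound dosing: 20 µM single dose in 1% DMSO; Technique: fluorescence read at 480 nm ex / 540 nm em; Times: reaction 20 min, ambient temperature; Medium: 50 mM Bis-Tris pH 6.0 with 2.5 mM DTT and 0.005% Tween 20; Also added: OMFP at 25 µM.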
# NadD inh – inhibitors of Staphylococcus aureus NadD; purified NadD enzyme, colorimetric absorbance read-out; 360,000 compounds, 0.78% hits; inhibition, % at 20 µM; in the data active = inhibition above about 26%; also: some compounds past the cut are filed as inactive
# SUMO1-SIM PPI – modulators of human SUMO1-mediated protein-protein interactions; P63165; SUMO1 binding to a labelled peptide, TR-FRET, 1 h; inhibition, % at 20 µM; 360,000 compounds, 0.33% hits; AID 602429; in the data active = inhibition above about 37%
# Target sequence (P63165 whole entry, looked up): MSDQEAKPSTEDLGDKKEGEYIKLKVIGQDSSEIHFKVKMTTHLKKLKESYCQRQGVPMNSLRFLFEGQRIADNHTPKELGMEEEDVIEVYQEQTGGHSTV
# DNMT1 block – inhibitors of human DNMT1; 360,000 compounds, 0.83% hits; P26358; inhibition (reported as % activation of signal), % at 10 µM; DNMT1 molecular beacon, Hinp1I cleavage, fluorescence; in the data active = inhibition above about 50%
# Rpn11 inh – blocks the human proteasome subunit Rpn11 | O00487 | human 26S proteasome, Ub4-pepOG fluorescence polarization; 20S core pre-blocked with epoxomicin | calls only at 20 µM | 360,000 compounds, 0.59% hits;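 active = inhibition at 20 µM, scaled to each plate's controls, above about 33%, limit read from the data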
# Target sequence (O00487 whole entry, looked up): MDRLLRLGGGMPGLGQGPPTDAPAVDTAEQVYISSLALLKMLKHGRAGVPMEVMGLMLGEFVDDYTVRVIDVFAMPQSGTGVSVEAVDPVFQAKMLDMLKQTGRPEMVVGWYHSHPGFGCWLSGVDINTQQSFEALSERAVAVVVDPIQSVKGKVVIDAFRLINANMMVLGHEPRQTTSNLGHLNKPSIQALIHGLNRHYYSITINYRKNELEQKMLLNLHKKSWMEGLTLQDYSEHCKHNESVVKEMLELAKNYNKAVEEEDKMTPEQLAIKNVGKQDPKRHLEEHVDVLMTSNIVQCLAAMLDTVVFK
# Active calls of the source: *; i = inactive; . = not tested or not shown; + = active, no number.
SMILES,LMPTP inh,TbMetRS inhib,Scp-1 inhibitor,MsrA inh,CSN inh,STEP block,NadD inh,SUMO1-SIM PPI,DNMT1 block,Rpn11 inh
O=c1c(Cc2ccc(F)cc2)c(O)ccn1CC1CCCO1 (configuration not stated),-0.1,-0.7,-3,1.0,-9,-2,3,0,3,i
NS(=O)(=O)c1ccc(CNC(=S)Nc2ccc(F)c(Cl)c2)cc1,1.6,1.0,-9,2.8,3,-2,-3,4,-1,i
CC(CCc1ccccc1)NC(=O)CNC(=O)COc1ccccc1 (configuration not stated),0.7,-0.9,-2,-0.4,-16,1,-6,-3,5,i
COc1cc(S(=O)(=O)Nc2cc(C)cc(C)c2)ccc1F,-0.5,-0.5,4,-0.7,-8,-3,-4,3,7,i
N#CCSc1nnc(Cc2cccs2)n1C1CCCCC1,0.1,-0.8,-1,0.0,-1,-3,-6,-3,-2,i
C(=N\Nc1nc2ccccc2s1)/c1cccs1,1.7,-0.4,-4,4.1,-2,0,-1,-15,-3,i
Cc1cc(C(=O)COC(=O)CNC(=O)c2ccc(Cl)c(Cl)c2)c(C)n1Cc1ccco1,1.4,-1.7,1,1.4,5,-1,-4,3,-1,i
Cc1cc(/C=C(\C#N)C(=O)NCCc2c[nH]c3ccccc23)c(C)n1C,1.3,-0.7,-6,2.3,-1,-7,-4,2,-3,i
CC(=O)c1ccc2oc3ccccc3c(=O)c2c1,-0.1,-0.2,-8,-0.1,-4,4,-4,0,12,i
BrC(=C\c1ccccc1)/C=N/N1CCN(Cc2ccccc2)CC1,-1.1,-0.7,-8,1.9,-3,3,-3,-12,-4,i
O=C(C[C@H]1C/C=C\C[C@@H](Cc2ccc(F)cc2)C(=O)O[C@H](c2ccccc2)CNC1=O)NCCO,-0.4,-0.2,-6,1.6,0,1,-4,-1,7,i
CCOC(=O)N1CCC(NC(=O)Cn2cccc2C(=O)c2ccccc2)CC1,-3.0,-1.0,7,0.5,-3,-2,-2,-5,0,i
CCCC(=O)NC(=S)Nc1ccc(NC(=O)C(C)C)c(OC)c1,-1.1,-0.8,1,0.0,-2,2,1,-2,0,i
CC1(C)Cc2ccccc2-c2nnc(SCC(=O)N3CCc4ccccc43)n21,0.3,-0.8,-2,-1.0,0,-3,3,3,6,i
COc1c(C)cc(Br)cc1C(=O)Nc1ccc(Cc2ccncc2)cc1,2.6,-0.2,1,-1.7,4,0,5,-5,-2,i
O=C(NCCc1ccccc1)c1c[nH]c2ccccc2c1=O,0.2,0.4,.,1.0,-1,-5,-1,-4,-6,i
COCCN(C(=O)COC(=O)c1oc2ccc(OC)cc2c1C)c1c(N)n(Cc2ccccc2)c(=O)[nH]c1=O,0.4,-0.6,2,1.7,4,1,13,1,-4,i
Cc1cccc(NC(=O)c2cc(-c3cc(C)cc(C)c3O)n[nH]2)c1,1.6,4.2,-10,-0.4,2,0,0,-4,4,i
CCCNC(=O)c1nn2cc(Br)cnc2c1Br,0.0,0.5,5,-0.9,-2,1,-2,-4,7,i
O=[N+]([O-])c1ccc(S(=O)(=O)N2CCN=C2SCc2cccnc2)cc1,-0.5,-0.7,2,-1.0,2,0,-2,-26,-1,i
O=C(Cc1ccccc1)Nc1c(C(=O)N2CCCCCC2)cnn1-c1ccccc1,-0.4,-0.1,-3,0.8,-2,-2,11,0,0,i
CC(C)Cn1c2c(c(O)c(C(=O)Nc3nccs3)c1=O)CCCC2,0.3,-0.4,3,0.2,0,8,-1,3,2,i
O=C(Nc1cccc(F)c1)C1CCCN(S(=O)(=O)c2cnc[nH]2)C1 (configuration not stated),-0.8,0.4,-3,-0.1,-6,-1,-1,4,0,i
CCOc1ccccc1N(CC(=O)NC1CCCCC1)S(=O)(=O)c1ccc(C)cc1,1.0,-0.1,-8,-1.8,1,-1,1,3,-3,i
O=C(O)CCN1C(=O)C2C3C=CC(C3)C2C1=O (configuration not stated),0.5,-1.0,10,-0.8,4,-4,7,-1,3,i

# Complete entries, looked up by structure. Values in the order: LMPTP inh	TbMetRS inhib	Scp-1 inhibitor	MsrA inh	CSN inh	STEP block	NadD inh	SUMO1-SIM PPI	DNMT1 block	Rpn11 inh
# Profile of COc1c(C)cc(Br)cc1C(=O)Nc1ccc(Cc2ccncc2)cc1 = 2.6	-0.2	1	-1.7	4	0	5	-5	-2	i
# Profile of Cc1cc(C(=O)COC(=O)CNC(=O)c2ccc(Cl)c(Cl)c2)c(C)n1Cc1ccco1 = 1.4	-1.7	1	1.4	5	-1	-4	3	-1	i
# Profile of O=C(Cc1ccccc1)Nc1c(C(=O)N2CCCCCC2)cnn1-c1ccccc1 = -0.4	-0.1	-3	0.8	-2	-2	11	0	0	i

# Next section
SMILES,LMPTP inh,TbMetRS inhib,Scp-1 inhibitor,MsrA inh,CSN inh,STEP block,NadD inh,SUMO1-SIM PPI,DNMT1 block,Rpn11 inh
Cc1ccccc1/C=C\c1nc2ccccc2c(=O)n1Cc1ccccc1,4.9,-0.3,3,-0.2,1,-1,3,-6,-1,i
O=C(COC(=O)CN1C(=O)C2CCCCC2C1=O)NNC(=O)c1ccc(Cl)cc1 (configuration not stated),-0.2,-0.4,-11,0.6,-2,2,-1,-2,0,i
CCOC(=O)c1ccccc1NC(=O)COC(=O)CCC(=O)N1CCOCC1,0.1,-1.1,4,-0.5,0,0,-3,2,2,i
Cc1ccc(N(C)S(=O)(=O)c2cccc(C(=O)N(C)Cc3cnn(-c4ccccc4)c3)c2)cc1,1.7,-0.1,-5,-1.5,0,2,-3,3,-4,i
CCN1CCN(C(CNS(=O)(=O)c2ccc(Br)cc2)c2cccnc2)CC1 (configuration not stated),-1.8,0.3,-5,1.2,1,0,-5,2,1,i
O=C(NNC(=O)c1ccc([N+](=O)[O-])cc1)c1ccc(F)cc1,-1.5,3.0,-8,0.6,-3,-3,2,-36,3,i
COc1ccc(CN2CC(=O)N(c3ccc(Cl)cc3)C2=S)cc1OC,0.4,-0.8,-8,0.1,3,1,-5,-7,-2,i
Cc1cc(SCC(=O)N/N=C/c2ccccc2C(=O)O)c(C)cc1Br,0.9,-1.3,4,1.2,0,-4,-2,7,6,i
CCOc1ccc(NC(=O)C2CCCN2C(=O)NC2CCCCC2)cc1 (configuration not stated),-17,0.1,-2,0.5,-2,0,-2,4,4,i
O=C(N/N=C/c1ccc(Cl)cc1Cl)c1cccc(F)c1,1.4,-0.1,0,1.7,2,0,-2,-4,-4,i
Cc1c(NC(=O)c2ccc3c(c2)OCO3)cccc1-c1nc2ccccc2o1,0.1,-0.8,-5,-0.8,3,2,-8,-3,-1,i
Fc1ccc(-c2nn(-c3ccccc3)cc2CNCc2ccccc2)cc1,2.1,0.2,13,-1.0,3,2,1,17,-2,i
CNS(=O)(=O)c1cccc2nsnc12,-2.0,0.2,-1,0.7,-1,-1,1,-22,3,i
Cc1cccc(NC(=O)c2nnn(-c3cccc(C(F)(F)F)c3)c2N)c1,-1.0,0.0,-6,-0.8,-2,-4,-8,-1,-3,i
C=CCSc1nc2c(c(=O)[nH]c(=O)n2C)n1CC,-2.0,-1.1,1,0.1,10,1,1,2,1,i
COc1cc(-n2c(C)nc3cc(C(=O)N4CCOCC4)ccc32)cc(OC)c1OC,-1.3,-1.4,-6,0.6,0,-5,-1,-1,-1,i
CCCNC(=O)CS(=O)Cc1nc(-c2cccc(OC)c2)oc1C (configuration not stated),-0.7,-0.3,-1,-0.4,-5,-2,-1,-1,0,i
COc1ccc(CCN(C)c2ccc(C(N)=O)cc2[N+](=O)[O-])cc1OC,0.8,0.3,-7,-0.6,-7,1,2,-20,1,i
Cn1cc([N+](=O)[O-])c(C(=O)Nc2cc(Oc3ccccc3)cc([N+](=O)[O-])c2)n1,20,1.2,26,-0.6,3,5,-11,-12,-9,i
Cc1ccccc1-n1c(-c2ccoc2C)n[nH]c1=S,-1.1,0.1,-3,-0.4,-2,-2,-1,2,-4,i
Cc1c(NC(=O)c2ccc(C(=O)Nc3c(C)n(C)n(-c4ccccc4)c3=O)cc2)c(=O)n(-c2ccccc2)n1C,-1.7,-1.4,12,-1.3,-5,2,-1,0,6,i
Cc1ccc(C(=O)Nc2ccc(C(=O)N/N=C/c3cccnc3)cc2)cc1,41,-1.6,14,-0.2,8,75*,-1,9,6,+
OCCC1CN(Cc2ccccc2-c2ccco2)CCN1C1CCCC1 (configuration not stated),1.3,-0.5,-13,0.1,-6,0,-7,1,-3,i
O=C(Cc1ccccc1)N/N=C/c1ccc(OCC(=O)Nc2ccccc2)cc1,1.0,0.1,82*,0.2,5,-2,1,6,-4,i
O=C(Cn1cc([N+](=O)[O-])cn1)N1CCN(Cc2ccc3c(c2)OCO3)CC1,1.1,-0.4,9,0.3,4,-1,-12,0,1,i
# (further entries)
SMILES,LMPTP inh,TbMetRS inhib,Scp-1 inhibitor,MsrA inh,CSN inh,STEP block,NadD inh,SUMO1-SIM PPI,DNMT1 block,Rpn11 inh
CC(=O)Nc1cc(C(F)(F)F)ccc1Oc1cccc(Br)c1,2.0,0.8,-6,0.4,0,0,-8,1,3,i
Cn1c(Cn2cnc([N+](=O)[O-])n2)nnc1SCC(=O)Nc1cccc(Cl)c1,-1.2,0.2,-14,1.6,4,0,-4,-18,3,i
Cc1ccc(S(=O)(=O)N2CCCc3ccccc32)cc1,-1.1,0.2,.,1.2,0,2,-4,5,2,i
O=C(NNC(=O)c1ccccc1Cl)c1ccc2c(c1)OCCO2,-0.3,0.0,-10,0.5,0,-1,-5,4,0,i
CC(C)(C)n1nnnc1CN(Cc1ccc(F)cc1)Cc1ccco1,0.0,0.3,-2,-0.2,0,5,1,2,-4,i
CC(=O)NC(c1ccc(Cl)cc1Cl)c1ccc2cccnc2c1O (configuration not stated),0.0,-0.4,-12,0.6,3,1,5,-11,13,i
Cc1n[nH]c(=S)n1/N=C/c1ccccc1,-1.7,-0.4,-9,0.3,1,-3,-1,0,0,i
O=C(c1ccccc1)N1CCc2[nH]nc(-c3ccccc3)c2C1,0.7,-1.1,-7,-0.6,1,1,-1,1,0,i
O=C(COC(=O)c1ccccc1SCC(=O)N1CCCC1)NC1CCCCC1,-0.1,-0.2,-5,0.9,2,3,-1,0,0,i
Cc1nc(NS(=O)(=O)c2cccs2)c2c3c(sc2n1)CCC3,-1.0,-0.4,-6,0.9,-8,3,0,10,19,i

# Assay outcomes as filed in PubChem BioAssay.

# Outcome played no part in choosing rows; about 3.9% have a hit in one of these screens.
